Wnt bcat act – activates Wnt/beta-catenin signaling in a reporter cell assay. AID 743398. 300,000 tested, 1.2% active. activator, plate reader. activation, % at 9.35 µM; in the data active = activation above about 30%, passing the limit was not always enough; inconclusive = no clear call, values can overlap the other calls;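 note: 0% = neutral control wells and 100% = positive control wells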
SR-BI HDL uptake – mouse SR-BI HDL lipid transfer inhibition. inhibition, % at 12.5 µM. AID 488896. Q61009. 320,000 tested, 0.96% active. ldlA[mSR-BI] CHO cells, DiI-HDL uptake fluorescence, 3 h;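 active = mean replicate inhibition of at least 70% and a set share of replicates each scoring 70 or more; inconclusive = meets just one of the two criteria; inactive = fails both criteria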;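 note: 0% = median of neutral control wells and 100% = median of positive control wells; values of inactives mirror those of a sister screen read the other way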
Target sequence (Q61009 whole entry, looked up): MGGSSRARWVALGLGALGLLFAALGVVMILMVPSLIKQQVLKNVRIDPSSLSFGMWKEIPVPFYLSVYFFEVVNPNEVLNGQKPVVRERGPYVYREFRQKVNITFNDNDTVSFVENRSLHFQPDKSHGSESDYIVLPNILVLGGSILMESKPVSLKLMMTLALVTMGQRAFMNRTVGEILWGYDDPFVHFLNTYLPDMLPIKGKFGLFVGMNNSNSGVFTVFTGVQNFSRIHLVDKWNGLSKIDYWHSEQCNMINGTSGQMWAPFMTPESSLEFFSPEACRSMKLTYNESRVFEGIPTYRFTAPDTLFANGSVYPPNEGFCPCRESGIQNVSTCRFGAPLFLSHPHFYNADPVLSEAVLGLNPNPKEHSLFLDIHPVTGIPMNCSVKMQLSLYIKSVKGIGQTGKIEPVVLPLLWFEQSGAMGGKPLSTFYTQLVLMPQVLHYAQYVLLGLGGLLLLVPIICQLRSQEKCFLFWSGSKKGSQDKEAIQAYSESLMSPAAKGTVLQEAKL
HTR5A ag – HTR5A agonism, opioid heterodimer counter-screen; HTR5A agonist assay, luminescence, cell-based; 340,000 tested, 0.61% active; AID 504692; activation, % at 9.3 µM; in the data active = activation mostly above about 9.5%, no sharp cut-off; inactive = mostly below about 7.6%;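 note: 0% = cells with vehicle only and 100% = reference agonist; strong numbers were not always called active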
NSD2 inh – blocks human histone methyltransferase NSD2 | AID 743445 | inhibition, % at 12.5 µM | 310,000 tested, 0.54% active | NSD2 peptide methylation, AlphaScreen, 120 min | O96028; in the data active = inhibition above about 50%
MITF act – activators of MITF-driven TRPM1 promoter activity in SK-MEL-5 cells. activation, % at 12.5 µM. SK-MEL-5 TRPM1-promoter luciferase, 24 h; % of positive control, neutral wells = 0. 300,000 tested, 0.75% active. AID 588334;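 active = mean activation of at least 80% with every replicate also reaching 80%; inconclusive = mean reaches 80% but some replicate falls short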;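 note: 0% = neutral control wells and 100% = parthenolide positive control wells; values of inactives mirror those of a sister screen read the other way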
CDK5 p35 inh – blocks human CDK5/p35 kinase activity | Recombinant CDK5/p35, ADP-Glo luminescence, 60 min | inhibition, % at 10 µM | 330,000 tested, 0.01% active | AID 488839;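 active = highest replicate inhibition of at least 50% and at least 75% of replicates reaching 50%; inconclusive = only one of the two criteria met; inactive = both criteria failed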;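 note: plate controls were DMSO neutral control for no effect and GW8510 at 10 µM for full effect; many of its hits are not listed in these tables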
Target sequence (Q00535 whole entry, looked up): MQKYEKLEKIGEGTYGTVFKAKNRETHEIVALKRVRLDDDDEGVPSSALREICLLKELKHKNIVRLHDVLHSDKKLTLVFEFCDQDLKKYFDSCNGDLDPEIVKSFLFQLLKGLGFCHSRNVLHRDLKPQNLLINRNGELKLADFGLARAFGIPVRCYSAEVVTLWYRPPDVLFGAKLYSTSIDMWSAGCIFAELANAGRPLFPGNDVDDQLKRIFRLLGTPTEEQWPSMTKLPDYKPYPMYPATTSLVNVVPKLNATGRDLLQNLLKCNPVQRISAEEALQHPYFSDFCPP
Target sequence (Q15078 whole entry, looked up): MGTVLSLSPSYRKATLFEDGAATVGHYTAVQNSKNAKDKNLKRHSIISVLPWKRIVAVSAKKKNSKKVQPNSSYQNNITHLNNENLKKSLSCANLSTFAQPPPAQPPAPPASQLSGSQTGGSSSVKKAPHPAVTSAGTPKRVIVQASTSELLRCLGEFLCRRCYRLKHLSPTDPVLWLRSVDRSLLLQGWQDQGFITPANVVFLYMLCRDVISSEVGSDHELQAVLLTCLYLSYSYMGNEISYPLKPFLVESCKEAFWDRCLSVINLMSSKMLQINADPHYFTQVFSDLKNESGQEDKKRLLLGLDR
HTR5A inv ag – counter-screen for OPRM1-OPRD1 inverse agonists: human HTR5A inverse agonism. AID 504634. 340,000 tested, 0.083% active. HTR5A cell line, luminescence. inhibition, % at 9.3 µM; in the data active = inhibition mostly above about 23%, no sharp cut-off; inactive = mostly below about 18%;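 note: 0% = cells with DMSO and 100% = no-cell wells with DMSO; some compounds called inactive have numbers as strong as hits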
dFosB act – enhances mouse delta FosB homodimer DNA binding. 340,000 tested, 0.99% active. purified delta FosB, TAMRA-CDK5 oligo fluorescence polarization; percent of positive-control signal above neutral wells. AID 493131. activation, % at 25 µM. P13346;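 active = mean activation above about 17%, with every replicate also reaching it, limit read from the data, passing the limit was not always enough; inconclusive = only one of the two conditions met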;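 note: fluorescence polarization rise as delta FosB binds a TAMRA Cdk5 AP-1 oligo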
PvdQ inh – P. aeruginosa PvdQ acylase inhibition; inhibition, % at 10 µM; 340,000 tested, 0.063% active; purified PvdQ acylase, fluorescence plate reader; in the data active = inhibition above about 30%, passing the limit was not always enough; inconclusive = no clear call, values can overlap the other calls;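 note: 0% = vehicle neutral wells and 100% = reference inhibitor wells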
V-ATPase pH – regulators of yeast V-ATPase proton transport | S. cerevisiae, pHLuorin cytosolic pH fluorescence | response, % at 10 µM | 350,000 tested, 0.37% active | AID 504577; in the data active = response mostly above about 7.3%, no sharp cut-off; inactive = mostly below about 5.4%; note: actives read high; inactives centre near 0; some compounds called inactive have numbers as strong as hits; reference of the scale not given here
* hit, by the source's call; ? = inconclusive; . = not tested or not shown.

Structure | HTR5A ag | HTR5A inv ag | Wnt bcat act | SR-BI HDL uptake | PvdQ inh | V-ATPase pH | dFosB act | MITF act | CDK5 p35 inh | NSD2 inh
Cc1ccc(Cn2c(SC3CCOC3=O)nc3ccccc3c2=O)cc1 (centres undefined) | -1 | -16 | . | -23 | -8 | -2 | -5 | -1 | 0.8 | -2
Fc1ccccc1COc1ccc(C(=S)N2CCCC2)cc1 | -4 | 15 | 14 | 22 | -5 | 0 | -2 | . | 8.4 | 1
CCCC(=O)n1nc(-c2cccnc2)nc1NCc1ccccc1 | 3 | -8 | 5 | -5 | -10 | 1 | -2 | 3 | 2.5 | -4
COc1ccc(C(=O)C2CCCN(C(=O)c3cc(C)on3)C2)cc1F (centres undefined) | -2 | 7 | -2 | 7 | 14 | -6 | 0 | 3 | 3.0 | 4
O=C(Cn1nnc2c(cnn2-c2ccc(F)cc2)c1=O)c1ccccc1F | 2 | 27 | -2 | -21 | -1 | -2 | -5 | 7 | -1.1 | -3
COCCNC(=O)C(C)Oc1ccc(Cl)cc1Cl (centres undefined) | -3 | -15 | . | 4 | -16 | 6 | -2 | 3 | 0.7 | -3
O=C(c1ccccc1)N1CCN(C2CCCCCC2)CC1 | 6 | 18 | . | -29 | 2 | 4 | -1 | . | 0.1 | 1
COc1ccc(C/C(C)=N/NC(=O)c2cccnc2)cc1 | -2 | 6 | -2 | -27 | 0 | -4 | 0 | 0 | -0.8 | -3
CC1(c2ccc(Cl)cc2)NC(=O)N(CN2CCOCC2)C1=O (centres undefined) | 3 | 6 | -3 | -40 | -9 | 2 | -3 | -18 | -1.2 | -2
COC(=O)c1ccccc1C(=O)N(Cc1cccnc1)CC1CCCN(C2CCCCC2)C1 (centres undefined) | -1 | 18 | 2 | -13 | -10 | 1 | -4 | -9 | -3.5 | 10
O=C(COC(=O)/C=C/c1ccc2c(c1)OCO2)Nc1ccc(S(=O)(=O)N2CCCC2)cc1 | 8 | -19 | -2 | 29 | -15 | 2 | -9 | 2 | -0.4 | -1
CC(C(=O)NCc1ccccn1)c1ccc([N+](=O)[O-])cc1 (centres undefined) | 5 | -16 | -1 | -4 | 6 | -4 | -8 | 11 | 0.3 | -3
Cc1ccccc1CSc1nc2n(n1)C(c1cccs1)C1=C(CCCC1=O)N2 (centres undefined) | 2 | -5 | . | 14 | -9 | 3 | -6 | 5 | -2.1 | 1
COc1ccc(C2=NOC(C(=O)NC(C)C)C2)cc1 (centres undefined) | 2 | -4 | . | -9 | -3 | -3 | -2 | 15 | -2.0 | -3
CC(Sc1nnc2ccccn12)C(N)=O (centres undefined) | 2 | 31 | 0 | -29 | -15 | 0 | -6 | 2 | 0.3 | -1
C=C1C[C@H]2[C@@H]3C=C(C)C4=CC(=O)CC[C@]4(C)[C@H]3CC[C@]2(C)[C@@]1(OC(C)=O)C(C)=O | 3 | -12 | -3 | -14 | 2 | 0 | -3 | 2 | -0.5 | .
Cn1cccc1C(C#N)c1ccccc1C#N (centres undefined) | -4 | 10 | -2 | -11 | 56* | -1 | 10 | 1 | -3.6 | 0
Cc1cccc(NS(=O)(=O)c2ccc(C)c(C(=O)NCCCN3CCOCC3)c2)c1 | -3 | 8 | 8 | 0 | 6 | -5 | 3 | -2 | 0.9 | 0
Cn1c(/C(C#N)=C/c2ccncc2)nc2ccccc21 | -2 | -4 | 0 | 25 | 5 | 1 | 5 | -6 | -1.0 | 6
Cc1ccccc1NC(=O)CSC(=O)c1ccccc1 | -8 | 19 | -1 | -15 | -9 | 7 | -4 | 15 | 0.1 | 0
FC(F)C(F)(F)Oc1cccc(-c2n[nH]c(=S)n2Cc2ccccc2)c1 | -9 | -1 | 1 | 9 | 3 | 2 | 9 | -1 | 1.8 | 2
Clc1ccc(-c2csc(N3CCCCCC3)n2)cc1 | 8 | -31 | 8 | 17 | -4 | 3 | 4 | . | -1.7 | .
CCCCC1OC23CCCCC2C(C#N)(C#N)C1(C#N)C(=N)O3 (centres undefined) | 2 | -18 | 0 | -35 | 3 | 4 | -48 | -2 | 0.0 | -5
CCN(CC)C(=O)CSc1nc2c(sc(=S)n2-c2ccccc2)c(=O)n1-c1ccc(OC)c(OC)c1 | 1 | -3 | 2 | 5 | -9 | 3 | -15 | -5 | 2.0 | -1
CN1CCN(c2ccccc2NC(=O)c2ccc(N3CCOCC3)c([N+](=O)[O-])c2)CC1 | 2 | 10 | 0 | 29 | 6 | -2 | 0 | 20 | -1.0 | 13

One compound at a time (already shown):
Cn1cccc1C(C#N)c1ccccc1C#N (centres undefined) across the screens: HTR5A ag = -4; HTR5A inv ag = 10; Wnt bcat act = -2; SR-BI HDL uptake = -11; PvdQ inh = 56*; V-ATPase pH = -1; dFosB act = 10; MITF act = 1; CDK5 p35 inh = -3.6; NSD2 inh = 0
Cc1cccc(NS(=O)(=O)c2ccc(C)c(C(=O)NCCCN3CCOCC3)c2)c1 across the screens: HTR5A ag = -3; HTR5A inv ag = 8; Wnt bcat act = 8; SR-BI HDL uptake = 0; PvdQ inh = 6; V-ATPase pH = -5; dFosB act = 3; MITF act = -2; CDK5 p35 inh = 0.9; NSD2 inh = 0

Next part
Structure | HTR5A ag | HTR5A inv ag | Wnt bcat act | SR-BI HDL uptake | PvdQ inh | V-ATPase pH | dFosB act | MITF act | CDK5 p35 inh | NSD2 inh
CC(C)OCCCn1c(=N)c(S(=O)(=O)c2ccccc2)cc2c(=O)n3ccccc3nc21 | 2 | 24 | 0 | 4 | -3 | -1 | -9 | 10 | -9.3 | -2
COc1c(OC(C)=O)ccc(/C=C/c2ccc3cccc(OC)c3n2)c1[N+](=O)[O-] | -2 | 13 | 32* | 53 | 14 | 5 | -12 | 17 | . | -1
COc1ccccc1NS(=O)(=O)c1ccc(C)c(C(=O)NCC(c2ccco2)N2CCCCC2)c1 (centres undefined) | 3 | -7 | -2 | -22 | -18 | -1 | -8 | -10 | 0.9 | 7
O=C(NCc1ccc(Cl)cc1)c1ccncc1 | 0 | 0 | -1 | 4 | -17 | -3 | -3 | -6 | 1.4 | -5
CC1(c2ccccc2)NC(=O)N(CC(=O)NNC(=O)c2cccc(Cl)c2)C1=O (centres undefined) | 1 | -2 | 0 | 0 | -5 | 1 | -2 | 2 | -7.4 | -8
O=C(Nc1ncc(Cc2ccccc2)s1)C1=NCCN1 | -4 | 11 | -3 | -23 | 10 | -8 | -11 | 17 | 1.1 | -7
O=c1cc(CN2CCOCC2)c2c(ccc3ccccc32)o1 | 4 | -9 | -2 | -6 | -1 | -1 | -10 | -6 | 0.0 | -5
COc1ccc(S(=O)(=O)Nc2ccc(S(=O)(=O)N3CCCC3)cc2)cc1 | 4 | -10 | . | 5 | 7 | -2 | 1 | -8 | 4.9 | 4
O=C(NCC1CCCO1)c1ccc2c(c1)C(=O)N(C1CCCCC1)C2=O (centres undefined) | -2 | -7 | . | -7 | -8 | -7 | -4 | 6 | -1.3 | 6
O=C(Cc1ccc(Br)cc1)N(Cc1ccccc1)c1ccccn1 | -5 | 14 | -2 | -9 | -7 | -1 | -12 | 4 | 0.0 | 0
CC1CCN(C(=O)c2ccc(S(=O)(=O)N3CCCCCC3)cc2)CC1 | -1 | 2 | -1 | 25 | -10 | -1 | -3 | 6 | -10 | 1
Cc1cc(O)c(NC(=O)c2ccc(Br)o2)cc1C | 1 | -2 | ? | 3 | -1 | 14* | -5 | 54 | 0.4 | -1
COc1ccc2oc(C(=O)OCC(=O)NC3CCCCC3)c(C)c2c1 | 0 | 8 | -2 | -11 | 7 | 1 | -9 | 18 | -2.8 | 0
Cc1ccnc(N(C(=O)c2cccs2)C(=O)c2cccs2)c1 | 1 | 9 | ? | -14 | 4 | 0 | 2 | 30 | 1.5 | .
Cc1ccc(O)c(C(=O)CC(=O)c2ccc(C(C)(C)C)cc2)c1 | 1 | -3 | 5 | -17 | -5 | 1 | -3 | 19 | 0.8 | 2
CCCCOC(=O)c1cc(=O)[nH]c2ccccc12 | -5 | -6 | -1 | -7 | -5 | 1 | -3 | -4 | 3.2 | 2
O=C(Nc1ccc(Nc2ccccc2)cc1)N1CCOCC1 | 3 | -54 | . | -12 | -21 | -2 | 0 | 12 | -2.8 | 9
COc1cc(/C=C/C(=O)OCC(=O)NC(=O)NC2CCCC2)ccc1OCC#N | 3 | -6 | 1 | 15 | -15 | -3 | -11 | 1 | -1.5 | 0
O=C1CC2c3ccccc3C1C1C(=O)N(CCc3ccccc3)C(=O)C21 (centres undefined) | 3 | -9 | -4 | 8 | 9 | 0 | -5 | -17 | 1.3 | -1
CCOC(=O)NN1C(=O)c2ccccc2NC1c1cccc(O)c1 (centres undefined) | -3 | 10 | -12 | 13 | -3 | -2 | -1 | -7 | 0.6 | -1
O=C(CCNC(=O)c1ccc([N+](=O)[O-])cc1)NCc1ccco1 | -4 | 12 | -5 | 0 | 2 | -5 | -4 | -4 | 0.6 | 0
CCCc1cc(=O)oc2cc(C)cc(OCC(=O)NCc3ccccn3)c12 | 0 | 0 | 0 | 16 | -8 | -3 | -13 | -3 | -1.1 | 5
Cc1ccc([N+](=O)[O-])cc1NC1CC(O)C(CO)O1 (centres undefined) | 0 | 19 | 0 | -7 | -2 | -4 | 6 | -3 | -0.2 | -3
COc1ccc(OC)c2sc(NC(=O)CCS(=O)(=O)c3ccccc3)nc12 | -4 | -26 | -6 | 2 | -13 | -5 | -1 | . | -0.1 | .
CCOC(=O)c1c(NC(=O)CN2CCOCC2)sc2c1CC(C)(C)OC2 | 3 | -8 | 7 | -8 | -3 | 0 | -8 | . | -1.4 | -3

Compounds shown so far with an aryl methoxy group:
Structure | HTR5A ag | HTR5A inv ag | Wnt bcat act | SR-BI HDL uptake | PvdQ inh | V-ATPase pH | dFosB act | MITF act | CDK5 p35 inh | NSD2 inh
COc1ccc(C(=O)C2CCCN(C(=O)c3cc(C)on3)C2)cc1F (centres undefined) | -2 | 7 | -2 | 7 | 14 | -6 | 0 | 3 | 3.0 | 4
COc1ccc(C/C(C)=N/NC(=O)c2cccnc2)cc1 | -2 | 6 | -2 | -27 | 0 | -4 | 0 | 0 | -0.8 | -3
COc1ccc(C2=NOC(C(=O)NC(C)C)C2)cc1 (centres undefined) | 2 | -4 | . | -9 | -3 | -3 | -2 | 15 | -2.0 | -3
CCN(CC)C(=O)CSc1nc2c(sc(=S)n2-c2ccccc2)c(=O)n1-c1ccc(OC)c(OC)c1 | 1 | -3 | 2 | 5 | -9 | 3 | -15 | -5 | 2.0 | -1
COc1c(OC(C)=O)ccc(/C=C/c2ccc3cccc(OC)c3n2)c1[N+](=O)[O-] | -2 | 13 | 32* | 53 | 14 | 5 | -12 | 17 | . | -1
COc1ccccc1NS(=O)(=O)c1ccc(C)c(C(=O)NCC(c2ccco2)N2CCCCC2)c1 (centres undefined) | 3 | -7 | -2 | -22 | -18 | -1 | -8 | -10 | 0.9 | 7
COc1ccc(S(=O)(=O)Nc2ccc(S(=O)(=O)N3CCCC3)cc2)cc1 | 4 | -10 | . | 5 | 7 | -2 | 1 | -8 | 4.9 | 4
COc1ccc2oc(C(=O)OCC(=O)NC3CCCCC3)c(C)c2c1 | 0 | 8 | -2 | -11 | 7 | 1 | -9 | 18 | -2.8 | 0
COc1cc(/C=C/C(=O)OCC(=O)NC(=O)NC2CCCC2)ccc1OCC#N | 3 | -6 | 1 | 15 | -15 | -3 | -11 | 1 | -1.5 | 0
COc1ccc(OC)c2sc(NC(=O)CCS(=O)(=O)c3ccccc3)nc12 | -4 | -26 | -6 | 2 | -13 | -5 | -1 | . | -0.1 | .

High-throughput results deposited in PubChem by several laboratories.
